Screening data as filed in PubChem BioAssay.
NOD1 NF-kB reporter: NOD1 signaling inhibitors, primary screen, cell-based, luminescence, uHTS (AID 1578). NOD1-driven NF-kB luciferase reporter cells, luminescence; higher % means a stronger effect. inhibition, % at 4 µM; hits with a dose series show EC50 in µM. 290,000 compounds, 1% hits; in the data active = inhibition mostly above about 36%, no sharp cut-off; inactive = mostly below about 34%;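 also: HEK-293T reporter cells stimulated with the NOD1 agonist gamma-tri-DAP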
KOR beta-arrestin-1: kappa opioid receptor blockers – cell-based, luminescence, uHTS (AID 1778). one-dose inhibition, % at 10 µM; IC50 in µM for titrated hits. KOR beta-arrestin recruitment, luminescence, antagonist mode; higher % means a stronger effect. 290,000 compounds, 0.091% hits; also: strong numbers were not always called active
NTR1 ag: agonists of NTR1, primary screen, imaging, U2OS cells, beta-arrestin-GFP, high content (AID 493036); NTR1-U2OS beta-arrestin-GFP spot imaging, agonist mode; activation, % at 20 µM; 330,000 compounds, 0.17% hits;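 active = activation at or above 40% of the spot to cytoplasm intensity ratio, with at least 20 cells analyzed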;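 also: 0% = DMSO without peptide and 100% = 100 nM NTR1 peptide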
Target sequence (P30989 whole entry, looked up): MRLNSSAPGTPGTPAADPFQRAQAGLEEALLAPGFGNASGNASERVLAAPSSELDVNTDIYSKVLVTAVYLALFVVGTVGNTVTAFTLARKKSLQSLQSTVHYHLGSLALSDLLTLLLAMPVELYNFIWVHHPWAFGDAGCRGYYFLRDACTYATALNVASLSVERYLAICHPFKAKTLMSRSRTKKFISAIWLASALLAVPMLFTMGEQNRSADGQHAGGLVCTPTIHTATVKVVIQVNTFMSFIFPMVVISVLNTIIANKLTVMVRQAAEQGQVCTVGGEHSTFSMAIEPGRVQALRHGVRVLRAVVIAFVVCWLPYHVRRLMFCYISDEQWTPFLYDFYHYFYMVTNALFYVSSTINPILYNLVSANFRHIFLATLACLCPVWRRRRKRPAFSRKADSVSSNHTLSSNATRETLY
NOD2 inhibition: NOD2 signaling inhibitors, cell-based, luminescence, uHTS, HEK293 (AID 1566); HEK293 NOD2/NF-kB luciferase reporter, luminescence; higher % means a stronger effect; inhibition, % at 4 µM, or EC50 in µM where a hit was titrated; 290,000 compounds, 0.63% hits; also: many of its hits are not listed in these tables
Yfh1-off respiration: mitochondrial function rescue without frataxin homolog – Friedreich's ataxia, plus single-dose screen, dose response (AID 1465); S. cerevisiae Yfh1-off respiration, WST-1 reduction, 72 h; higher fold induction means a stronger effect; one-dose fold induction at 50 µM; EC50 in µM for titrated hits; 220,000 compounds, 0.074% hits;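 active = fold induction of absorbance versus untreated yeast above a set limit, then at least 30% activation at any dose in follow-up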;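 also: activators that raise dye reduction in frataxin-depleted yeast; strong numbers were not always called active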
KOR beta-arrestin-2: KOR agonists, beta-arrestin recruitment, primary screen, cell-based, luminescence, uHTS (AID 1777). KOR beta-arrestin recruitment, luminescence; higher % means a stronger effect. activation, % at 10 µM; hits with a dose series show EC50 in µM. 280,000 compounds, 0.02% hits; in the data active = activation above about 50%, passing the limit was not always enough; also: a part of the inactive calls stands beside numbers as strong as those of hits
GPR55 activation: selective activators of receptor GPR55 – imaging, U2OS cells, beta-arrestin-GFP redistribution, primary screen (AID 1961); U2OS GPR55 beta-arrestin-GFP redistribution imaging; higher % means a stronger effect; activation, % at 10 µM; hits with a dose series show EC50 in µM; 290,000 compounds, 0.048% hits;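 active = activation above 40% with more than 50 cells counted in the well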;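 also: U2OS osteosarcoma cells stably expressing GPR55 and beta-arrestin-GFP; plate controls were DMSO negative control for no effect and LPI positive control for full effect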
TNAP activators: human TNAP enzyme activators, primary screen, biochemical, luminescent, no phosphate acceptor, uHTS (AID 1001); 200,000 compounds, 0.03% hits; purified TNAP, luminescent activation assay, no phosphate acceptor; higher activation fold means a stronger effect; activation fold at 20 µM; hits with a dose series show EC50 in µM; in the data active = activation fold from about 3, or a potency from the dose series; inactive = the rest, 99 in 100 with activation fold below about 1.6; also: many of its hits are not listed in these tables
ER stress rescue: protection against thapsigargin-triggered cell killing – 384-well, CSM14.1, ATP luminescence, primary screen (AID 1222); CSM14.1 thapsigargin-induced death rescue, ATP luminescence; higher % means a stronger effect; cellular ATP content (survival), % at 20 µM; hits with a dose series show EC50 in µM; 190,000 tested, under 10 active;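 active = EC50 below 50 µM in the dose-response confirmation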;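 also: death triggered by thapsigargin at about 15 µM added after 2 h compound pretreatment; cell ATP read after overnight thapsigargin exposure of roughly 18 to 22 hours; normalized against plate controls of thapsigargin alone and 5% DMSO vehicle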
NTR1 ag cell count 20 µM: second read-out of NTR1 ag, no call of its own (marks repeat the call); cell count; measured here: cell count, cytotoxicity flag
The depositor's hits bear a star; i = inactive; . = no result given; [ ] = dose if it differs, or a comment. Rule as the data show it, unless noted: active = inhibition above about 50%; inactive = the rest.

1	CCOC(=O)N1CCC(NC(=O)CN(C)S(=O)(=O)c2cc3c(cc2Cl)NC(=O)CO3)CC1
2	Cc1cccc(NC(=O)c2nc[nH]c2C(=O)N[C@@H](CC(C)C)C(=O)OC(C)(C)C)c1
3	Cc1ccc(Cc2cnc(NC(=O)/C(C#N)=C/c3ccc(-c4ccc([N+](=O)[O-])cc4)o3)s2)cc1
4	Cc1ccccc1N1C(=O)CC(Nc2ccc3c(c2)OCO3)C1=O (stereo not drawn)
5	O=C(O)CC/C(=C\c1ccc2c(c1)OCO2)c1nc2ccccc2s1
6	CC(=O)SC(C)CC(=O)NCc1ccccc1 (stereo not drawn)
7	CC1=C(C(=O)OCc2ccccc2)C(c2ccc(Cl)cc2)NC(=O)N1CCCC(=O)O (stereo not drawn)
8	O=[N+]([O-])c1ccccc1S(=O)(=O)N(CC1CO1)c1ccccc1 (stereo not drawn)
assay / entry,1,2,3,4,5,6,7,8
NOD1 NF-kB reporter,-14%,4%,-42%,-41%,6%,-13%,-26%,33%
KOR beta-arrestin-1,-3%,11%,-15%,5%,-8%,13%,-7%[20 µM],-17%
NTR1 ag,0.4,52*,-0.9,-1.1,1.6,-0.2,14,2.3
NTR1 ag cell count 20 µM,68,90*,58,96,57,58,96,60
NOD2 inhibition,2%,13%,-3%,0%,4%,10%,-2%,-24%
Yfh1-off respiration,i,i,i,i,.,i,.,.
KOR beta-arrestin-2,3.3%,.,-4.9%,-5.5%,-1.4%,-8.9%,-0.8%,3.1%
GPR55 activation,-0.1%,-0.1%,0.7%,-0.1%,-0.1%,0.2%,0.7%,0.0%
TNAP activators,1,.,0.9,1,.,1.3,.,.
ER stress rescue,-2.7%,.,-2.0%,3.1%,.,-1.2%,.,.

9	O=c1[nH]ncn1-c1ccc(Br)cc1
10	COc1ccc(OC)c(S(=O)(=O)N(C)CC(=O)N2CCN(c3ccc(F)cc3)CC2)c1
11	Cc1cc(C)c[n+](CC(=O)c2c(C)cc(C)c([N+](=O)[O-])c2C)c1
12	CCC(C)(C)NC(=O)CCCSc1nc2ccccc2[nH]1
13	CCCn1nc(C(=O)Nc2ccc(S(=O)(=O)Nc3ncccn3)cc2)c2ccccc2c1=O
14	CC(=O)NCCNC(=O)C1CCC(CNc2nc(=S)[nH]c3ccccc23)CC1 (stereo not drawn)
15	Cc1cc(Cl)ccc1OC(C)C(=O)NNC(=O)C1CCCCC1C(=O)O (stereo not drawn)
16	O=C(CN1CCN(c2ccc(F)cc2)CC1)Nc1ccc2c(c1)OCCO2
assay / entry,9,10,11,12,13,14,15,16
NOD1 NF-kB reporter,-3%,21%,-40%,2%,-8%,-10%,-31%,1%
KOR beta-arrestin-1,-43%,5%,-5%,-2%,-9%,29%,1%,-40%
NTR1 ag,-0.6,-1.2,0.2,0.4,1.3,-0.5,4.5,-1.6
NTR1 ag cell count 20 µM,44,41,65,46,60,83,45,42
NOD2 inhibition,12%,-1%,7%,21%,4%,0%,-2%,-12%
Yfh1-off respiration,i,i,.,i,i,.,.,.
KOR beta-arrestin-2,-1.7%,2.2%,-3.1%,2.7%,4.3%,-4.5%,1.7%,1.4%
GPR55 activation,0.5%,-0.2%,-0.1%,0.0%,0.0%,0.0%,-0.2%,-0.1%
TNAP activators,1.1,1,.,.,.,.,.,.
ER stress rescue,-1.1%,-0.3%,.,.,.,.,.,.

17	CCOc1ccccc1NC(=O)C(CC(C)C)NC(=O)C1CCC(C)CC1 (stereo not drawn)
18	COc1ccc(-c2csc3ncnc(N4CCN(Cc5ccccc5)CC4)c23)cc1
19	Cc1cc(NC(=O)CCc2ccc(C)o2)no1
20	O=C(NC1CCCCCC1)C(=S)NCCc1ccccc1
21	Oc1ccccc1C(=S)N1CCN(c2cccc(Cl)c2)CC1
22	O=C(COc1nsnc1N1CCOCC1)Nc1ccccc1Cl
23	O=C(COc1ccccc1F)NC12CC3CC(CC(C3)C1)C2
24	Cc1ccc(S(=O)(=O)C2(S(=O)(=O)c3ccc(C)cc3)CCCC2)cc1
assay / entry,17,18,19,20,21,22,23,24
NOD1 NF-kB reporter,14%,21%,-29%,-25%,-1%,-21%,-7%,-5%
KOR beta-arrestin-1,-39%,-4%,12%,5%,-30%[20 µM],16%,21%,-14%
NTR1 ag,-0.8,16,0.6,6.0,2.5,0.0,11,-1.9
NTR1 ag cell count 20 µM,82,68,52,51,35,72,66,86
NOD2 inhibition,-8%,14%,-20%,-27%,-9%,22%,-3%,-24%
Yfh1-off respiration,i,.,i,i,i,.,i,.
KOR beta-arrestin-2,1.3%,-1.0%,2.2%,0.1%,.,-1.7%,0.3%,1.1%
GPR55 activation,-0.1%,0.2%,0.2%,0.0%,-0.1%,-0.1%,-0.1%,0.0%
TNAP activators,1.2,.,1.1,1.2,1.1,.,.,1.1
ER stress rescue,-1.0%,.,-1.5%,-2.1%,-0.2%,.,.,-2.4%

25	COc1cc(C2C(=O)N(C3CCCC3)CC(=O)N2Cc2ccco2)ccc1OC(C)C (stereo not drawn)
26	CC(=O)N(C)c1ccc(NC(=S)Nc2ccccc2)cc1
27	Cc1ccc(C2=N/C(=C\c3cccnc3)C(=O)O2)cc1
28	COC(=O)/C(=C/c1cccc([N+](=O)[O-])c1)NC(=O)c1ccc(OC)cc1
29	COc1ccccc1CNS(=O)(=O)c1c(C)[nH]c(=O)[nH]c1=O
30	COC(=O)c1ccc(Oc2nc(NC(C)(C)C)nc(N3CCOCC3)n2)cc1
31	COc1ccc(/C=C/C(=O)Nc2c(C)nn(C)c2C)cc1COc1ccc(Cl)cc1Br
32	COc1ccc(/C=C(/C#N)c2cccnc2)cc1OC
assay / entry,25,26,27,28,29,30,31,32
NOD1 NF-kB reporter,9%,-20%,-45%,-3%,3%,-29%,-18%,-32%
KOR beta-arrestin-1,6%,17%,-35%,.,21%,10%,-4%,-5%
NTR1 ag,0.0,-0.6,-0.9,-0.8,0.3,5.7,4.1,0.7
NTR1 ag cell count 20 µM,68,60,52,43,48,61,59,62
NOD2 inhibition,12%,-22%,1%,-18%,18%,12%,11%,11%
Yfh1-off respiration,i,i,i,i,i,i,i,i
KOR beta-arrestin-2,1.6%,-5.6%,16%,-3.0%,-5.0%,-0.3%,-0.2%,-5.0%
GPR55 activation,-0.1%,0.0%,-0.3%,1.1%,-0.1%,0.3%,0.3%,-0.1%
TNAP activators,1.1,1.1,1,1.1,1.2,1.1,1.1,1.1
ER stress rescue,2.6%,-1.5%,4.8%,-0.6%,-0.2%,-0.8%,3.4%,2.9%

33	CCOC(=O)N1CCC(NC(=O)CS(=O)(=O)Cc2nc(-c3ccc(OC)cc3)oc2C)CC1
34	CC(=O)c1sc(NS(=O)(=O)c2ccc(C)cc2)nc1-c1ccccc1
35	c1ccc(CCN=C2CCCc3c2[nH]c2ccccc32)cc1
36	O=C1Nc2cc(Cl)c(Cl)cc2N(O)N1c1ccc(Cl)cc1
37	S=C(c1ccc(N2CCCC2)cc1)N1CCCCC1
38	O=C(O)c1ccc2c(c1)SC1=NS(=O)(=O)CCN12
39	O=C1CN(CC(=O)Nc2ccc(SC(F)F)cc2)CCN1
40	Cc1ccc(C)c(NC(=O)CSc2nnc(-c3ccccc3)n2N)c1
assay / entry,33,34,35,36,37,38,39,40
NOD1 NF-kB reporter,-2%,49%,-8%,12%,-28%,-14%,-24%,-20%
KOR beta-arrestin-1,-2%,-59%,13%,-4%,16%,-26%,32%,-16%
NTR1 ag,0.5,-0.1,0.2,1.3,-1.3,0.3,-1.2,-1.3
NTR1 ag cell count 20 µM,66,41,51,53,82,57,93,63
NOD2 inhibition,28%,13%,-7%,3%,-32%,5%,9%,-8%
Yfh1-off respiration,.,.,i,i,.,i,i,i
KOR beta-arrestin-2,-0.7%,4.0%,1.9%,3.7%,-2.8%,7.0%,-0.8%,-0.2%
GPR55 activation,0.9%,0.4%,0.0%,-0.1%,0.0%,-0.2%,0.5%,0.0%
TNAP activators,.,.,.,1,1.1,.,1.1,1.1
ER stress rescue,.,.,.,-1.1%,-0.9%,.,-2.7%,0.9%

Exported tab-delimited: part of the list above
item	Compound	NOD1 NF-kB reporter	KOR beta-arrestin-1	NTR1 ag	NTR1 ag cell count 20 µM	NOD2 inhibition	Yfh1-off respiration	KOR beta-arrestin-2	GPR55 activation	TNAP activators	ER stress rescue
23	O=C(COc1ccccc1F)NC12CC3CC(CC(C3)C1)C2	-7%	21%	11	66	-3%	i	0.3%	-0.1%	.	.
24	Cc1ccc(S(=O)(=O)C2(S(=O)(=O)c3ccc(C)cc3)CCCC2)cc1	-5%	-14%	-1.9	86	-24%	.	1.1%	0.0%	1.1	-2.4%
25	COc1cc(C2C(=O)N(C3CCCC3)CC(=O)N2Cc2ccco2)ccc1OC(C)C (stereo not drawn)	9%	6%	0.0	68	12%	i	1.6%	-0.1%	1.1	2.6%

Continuation.
41	CC1CCC(C(=O)NC(C(=O)N2CCC(N3CCCCC3)CC2)C(C)C)CC1 (stereo not drawn)
42	O=C(CSc1nnc(CNC(=O)C23CC4CC(CC(C4)C2)C3)n1-c1ccccc1)Nc1ccccc1
43	N#CC(C#N)=C1C=CC=CN1/C(=C\c1ccco1)C(=O)c1ccc(Br)cc1
44	Cc1ccccc1CSc1nc2c(c(=O)[nH]1)CCCC2
assay / entry,41,42,43,44
NOD1 NF-kB reporter,36%,-7%,-11%,5%
KOR beta-arrestin-1,-11%,-15%,4.5µM*,-6%
NTR1 ag,-0.3,2.3,.,6.6
NTR1 ag cell count 20 µM,86,45,.,53
NOD2 inhibition,15%,-7%,0%,20%
Yfh1-off respiration,i,i,i,.
KOR beta-arrestin-2,11%,-0.4%,-7.9%,2.1%
GPR55 activation,-0.1%,0.2%,-0.2%,-0.2%
TNAP activators,1,1.2,1.1,1
ER stress rescue,3.4%,-2.2%,0.3%,-0.5%

Sorted by the number under TNAP activators (smallest number first): some entries from above.
| nr | compound | NOD1 NF-kB reporter | KOR beta-arrestin-1 | NOD2 inhibition | KOR beta-arrestin-2 | GPR55 activation | TNAP activators |
| --- | --- | --- | --- | --- | --- | --- | --- |
| 44 | Cc1ccccc1CSc1nc2c(c(=O)[nH]1)CCCC2 | 5% | -6% | 20% | 2.1% | -0.2% | 1 |
| 43 | N#CC(C#N)=C1C=CC=CN1/C(=C\c1ccco1)C(=O)c1ccc(Br)cc1 | -11% | 4.5µM* | 0% | -7.9% | -0.2% | 1.1 |
| 42 | O=C(CSc1nnc(CNC(=O)C23CC4CC(CC(C4)C2)C3)n1-c1ccccc1)Nc1ccccc1 | -7% | -15% | -7% | -0.4% | 0.2% | 1.2 |

Not all compounds are listed; the hit share may differ from the screen's.
